NPY-Y2 PAM-ag: NPY-Y2 potentiators or agonists, primary screen, cell-based | Neuropeptide Y receptor type 2 (Homo sapiens), P49146 | cells expressing NPY-Y2, potentiator/agonist read-out | activation, % at 3.6 µM | actives 0.45% (n = 220,000); in the data active means activation above about 27%;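 further: cells stimulated with NPY near EC25 plus isoproterenol at EC100; 0% = vehicle plus submaximal agonist and 100% = vehicle plus saturating agonist; some results beyond the cut were filed as inactive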
p97 inhibitor: inhibitors of human p97 ATPase, primary screen, biochemical | Transitional endoplasmic reticulum ATPase (Homo sapiens), P55072 | recombinant p97 ATPase, Kinase-Glo ATP luminescence, 3 h | inhibition, % at 8 µM | actives 0.42% (n = 220,000); in the data active means inhibition above about 15%;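 further: 0% = DMSO vehicle and 100% = wells lacking enzyme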
Target sequence (P55072 whole entry, looked up): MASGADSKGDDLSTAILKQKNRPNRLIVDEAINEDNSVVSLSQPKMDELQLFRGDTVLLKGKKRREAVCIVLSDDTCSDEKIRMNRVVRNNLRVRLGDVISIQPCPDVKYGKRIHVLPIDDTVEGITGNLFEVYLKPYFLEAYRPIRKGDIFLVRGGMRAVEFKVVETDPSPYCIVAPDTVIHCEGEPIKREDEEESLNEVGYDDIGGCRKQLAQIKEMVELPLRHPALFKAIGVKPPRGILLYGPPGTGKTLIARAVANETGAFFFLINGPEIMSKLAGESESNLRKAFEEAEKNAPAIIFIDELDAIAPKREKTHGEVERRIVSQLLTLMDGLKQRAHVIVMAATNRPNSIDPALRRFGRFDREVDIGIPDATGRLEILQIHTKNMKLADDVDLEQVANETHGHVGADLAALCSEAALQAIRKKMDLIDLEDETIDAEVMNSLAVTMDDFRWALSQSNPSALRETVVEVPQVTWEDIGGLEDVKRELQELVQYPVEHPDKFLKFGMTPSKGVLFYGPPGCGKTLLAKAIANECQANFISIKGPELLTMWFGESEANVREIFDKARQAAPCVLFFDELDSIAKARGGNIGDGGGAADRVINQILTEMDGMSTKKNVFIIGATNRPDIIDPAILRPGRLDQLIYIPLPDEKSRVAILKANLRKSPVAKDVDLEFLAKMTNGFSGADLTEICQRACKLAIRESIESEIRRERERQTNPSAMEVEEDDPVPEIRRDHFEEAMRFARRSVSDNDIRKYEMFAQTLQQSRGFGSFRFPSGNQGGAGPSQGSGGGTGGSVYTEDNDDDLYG
RBBP9 inhibitor: human RBBP9 inhibitors, primary screen, biochemical, fluorescence polarization, FP-Rh probe, HTS. Serine hydrolase RBBP9 (Homo sapiens), O75884. recombinant RBBP9. inhibition, % at 7.94 µM. actives 0.2% (n = 220,000);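 active means inhibition above the campaign mean of all tested compounds plus 3 SD, cut at about 14% in these data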;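 further: plate controls were DMSO wells with RBBP9 for no effect and wells lacking RBBP9 protein for full effect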
Target sequence (O75884 whole entry, looked up): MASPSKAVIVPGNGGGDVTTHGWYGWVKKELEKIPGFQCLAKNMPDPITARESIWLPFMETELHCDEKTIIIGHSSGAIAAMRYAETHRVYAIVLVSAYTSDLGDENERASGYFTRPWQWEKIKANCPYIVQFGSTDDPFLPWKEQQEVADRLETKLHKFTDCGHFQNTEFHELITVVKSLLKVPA
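System: RBBP9 protein / Buffer or medium: Tris/NaCl buffer pH 8.0 with 0.1% Pluronic / Probe or stimulus: Serine-hydrolase probe FP-Rh, 375 nM pre-mixing / Dosing: 7.94 µM single dose, 0.794% DMSO / Times: enzyme-compound preincubation 30 min, then probe labeling 45 min, 25 °C / Technique: fluorescence polarization (mP), excitation 525 nm, emission 598 nm / Replication: singlicate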
NPY-Y1 antag: NPY-Y1 receptor antagonists, primary screen, cell-based. Neuropeptide Y receptor type 1 (Homo sapiens), P25929. inhibition, % at 3.6 µM. actives 1% (n = 200,000). HEK293-CNG Y1 cells, membrane potential fluorescence; NPY at EC95, then isoproterenol;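 active means inhibition above the campaign mean inhibition of all tested compounds plus 3 SD, cut at about 20% in these data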;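 further: 0% = DMSO wells given NPY plus isoproterenol and 100% = isoproterenol alone without NPY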
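Assay system: HEK293 Y1/CNG channel cell line; Doses: single compound dose of 3.6 µM, 0.4% DMSO; Timing: dye 3 h, compound 60 min room temperature, stimulation 45 min; Technique: Membrane-potential fluorescent dye readout; Measure: % inhibition of NPY effect.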
NPY-Y1 PAM-ag: NPY-Y1 receptor potentiators or agonists, primary screen, cell-based; NPY-Y1 expressing cells, potentiator/agonist activation; actives 0.37% (n = 220,000); AID 1304, 2008; activation, % at 3.6 µM; in the data active means activation above about 33%, passing the limit was not always enough;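 further: cells stimulated with NPY at EC10 then isoproterenol at EC100; 0% = low agonist plus stimulus and 100% = saturating agonist plus stimulus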
Runt-CBFb FRET: inhibitors of RUNX1 Runt–CBFb binding, primary screen, biochemical, FRET, Cerulean-Runt, Venus-CBFb, uHTS; actives 0.46% (n = 220,000); AID 1496, 2009; Cerulean-Runt/Venus-CBFb FRET ratio 530/480, 1 h; Runt-related transcription factor 1 (Homo sapiens) + Core-binding factor subunit beta …; inhibition, % at 20 µM;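 active means inhibition over about 50% at 20 µM in the single-dose screen, limit read from the data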;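 further: 0% = DMSO wells and 100% = excess unlabeled CBFb competitor control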
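System: Cerulean-labeled Runt domain protein | Quantity: 100 nM of each labeled protein | Schedule: 1 h compound exposure, room temperature | Detection: Fluorescence energy transfer, 422 nm excitation, 530/480 nm emission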
Mdm2 ligase inh: MDM2-luciferase reporter signal enhancers, primary screen, MDM2 E3 ligase inhibitor project, cell-based, luminescence, 1536-well | E3 ubiquitin-protein ligase Mdm2 (Homo sapiens), Q00987 | actives 0.11% (n = 210,000) | signal enhancement, % at 5 µM | cell-based MDM2 ubiquitination luciferase reporter, 2 h; 0 = plate control, 100 = twice control, blank-subtracted;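 active means signal enhancement of 30% or more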;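 further: luminescence tracks abundance of the self-degrading MDM2-luciferase fusion protein; higher signal means inhibition of MDM2 E3 ligase activity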
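Test system: mammalian cells stably expressing self-ubiquitinating, self-degrading MDM2 E3–luciferase fusion; Amount: 2000 cells in each well; Medium: DMEM; Schedule: 4 h settle plus 2 h compound, 37 °C; Technique: SteadyLite luciferase luminescence after 15 min room-temperature reagent incubation; Benchmarks: plate control and blank wells.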
Hck Nef HTS: inhibitors of Nef-activated human Hck kinase, primary screen, biochemical, Z-Lyte FRET, 384-well, Hck-YEEI; Recombinant Hck-YEEI plus Nef, Z-Lyte FRET kinase assay; inhibition, % at 20 µM; actives 0.68% (n = 220,000); Tyrosine-protein kinase HCK (Homo sapiens), P08631;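 active means Hck-Nef kinase inhibition above about 50%, limit read from the data; inactive means inhibition below that limit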;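 further: 0% = DMSO with Hck plus Nef and 100% = Hck alone without Nef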
Runt-SMMHC FRET: inhibitors of RUNX1 Runt–CBFb-SMMHC binding, primary screen, biochemical, FRET, Cerulean-Runt, Venus-CBFb-SMMHC, uHTS; Cerulean-Runt/Venus-CBFb-SMMHC FRET ratio 530/480, 1 h; inhibition, % at 20 µM; actives 0.74% (n = 220,000); AID 1434, 2008;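 active means mean inhibition across duplicate retests at 20 µM reaching about 50%, limit read from the data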;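 further: 0% = DMSO wells and 100% = wells with excess untagged CBFb-SMMHC; inhibitors lower the FRET ratio by blocking Runt binding to CBFb-SMMHC; some results filed as inactive read as strong as hits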
Numbers without * were called inactive; . = not tested or not shown.

SMILES	NPY-Y2 PAM-ag	p97 inhibitor	RBBP9 inhibitor	NPY-Y1 antag	NPY-Y1 PAM-ag	Runt-CBFb FRET	Mdm2 ligase inh	Hck Nef HTS	Runt-SMMHC FRET
CC(=O)c1c(C)[nH]c(C(=O)OCc2nnc(-c3ccccc3)o2)c1C	4	0	6	-6	-25	2	-4	2	1
COc1ccc(-c2coc3cc4oc(=O)cc(-c5ccccc5)c4cc23)cc1F	-5	1	-10	0	12	0	-13	5	2
O=C(NCC1c2ccccc2CCN1C(=O)CN1CCOCC1)C1CCCCC1 (stereo unspecified)	-12	2	-9	4	2	0	-14	0	-6
CCOC(=O)C1=C(CSc2nccn2C)NC(=O)NC1c1ccc2c(c1)OCO2 (stereo unspecified)	-11	-2	1	4	7	0	-3	0	0
c1ccc2oc(-c3ccc(Nc4nc(N5CCCCC5)nc(N5CCOCC5)n4)cc3)nc2c1	-10	6	-9	-3	-20	0	-23	-1	0
CC(C)OC(=O)CNc1n[nH]c(=S)[nH]c1=O	-3	-2	-4	3	-6	0	-9	16	-2
CC1CC(C)(C)NC(=S)N1CCCC(=O)N1CCN(c2ccccc2F)CC1 (stereo unspecified)	5	3	0	-2	-6	0	0	1	3
COc1ccc(S(=O)(=O)N(C)C)cc1NC(=O)Cc1cccs1	-2	1	-9	-1	12	1	-6	21	-1
O=C(c1ccc(Br)cc1)c1cc([N+](=O)[O-])ccc1N1CCCCC1	-11	-5	-4	38*	-6	.	17	0	-6
Cc1c(-c2ccccc2)nc2ccccc2c1C(=O)NCc1cccs1	-9	3	1	2	-40	7	-14	0	0
Cc1[nH][nH]c(=O)c1C(c1cc2c(cc1Br)OCO2)c1c(C)[nH][nH]c1=O	10	3	-2	-2	17	3	-6	-6	0
COc1ccc(CN2CC(=O)N(c3ccccc3C)C2=S)cc1OC	1	-2	-7	3	9	1	-3	19	-1
COC(=O)C(=Nc1ccccc1)/C(C(=O)C(=O)N(C)c1ccccc1)=C(\O)c1ccccc1	-2	10	1	.	15	14	11	13	3
O=C(O)Cn1c(C(F)(F)F)nc2ccccc21	-22	-3	-5	5	-10	-1	-17	-7	-3
CCC(C)c1ccc(O)c(/C=N/O)c1 (stereo unspecified)	-8	5	5	6	-2	-2	-8	9	0
O=c1[nH]c2ccc(S(=O)(=O)N3CCN(c4ccc(F)cc4)CC3)cc2o1	1	7	-5	.	6	2	-16	11	4
COc1ccc(NC(=O)COC(=O)CCCN2C(=O)c3ccccc3C2=O)cc1Cl	-5	-2	-13	0	13	-2	-9	-40	3
O=S1(=O)CCC(N=Cc2cc(Br)ccc2O)C1 (stereo unspecified)	1	4	-9	-2	12	-11	2	-1	-28
COC(=O)c1cc(Br)c(=O)n(Cc2cccnc2)c1	7	-4	2	3	4	1	-9	-1	-1
COc1nc(OC)nc(N2CCCCCC2)n1	-3	-1	3	1	-5	-1	.	8	4
Cc1cccc(N2CCC(N=CN(C)C)=N2)c1	-10	6	4	3	-6	2	16	22	-4
COc1ccc(CCNC(=O)CN2CCOc3ccccc32)cc1OC	2	4	6	5	4	0	.	-2	2
C/C(=N\OCC(=O)Nc1cc(C)cc(C)c1)c1ccc2c(c1)OCCO2	-10	-6	-7	5	-41	-2	-5	0	0
S=C(NCC1CC1)N/N=C/c1ccccc1Cl	-42	2	-5	.	-27	0	-14	12	0
O=c1c2c(-c3cccs3)csc2[nH]c(=S)n1-c1ccccc1	-3	6	-2	-1	7	3	-4	1	2
O=C(CCCO)NC1Cc2ccccc2C1	1	-2	-7	.	-17	2	-1	4	-1
CCOC(=O)N1CCC(c2cc(=O)n3[nH]c(-c4ccccc4)cc3n2)CC1	4	1	-1	2	-11	10	-12	-2	8
COc1ccc(-c2nc(NC3=NCCCCC3)sc2C)cc1	3	-2	-2	2	-5	-2	4	19	0
O=C(CC1NC(=O)NC1=O)Nc1cccc2ccccc12 (stereo unspecified)	8	-6	-7	0	-3	-2	-45	6	-4
COc1ccc(CNC(=O)Cn2cc([N+](=O)[O-])nc2C)cc1	5	2	1	-2	4	-1	-17	-21	0
Cc1onc(-c2ccccc2)c1-c1nnc(-c2ccccc2C(F)(F)F)o1	-5	1	3	.	-5	-3	-11	-4	-1
CCCn1c(SCC(=O)c2ccc(OC)c(OC)c2)nc2c1c(=O)n(C)c(=O)n2C	-12	1	-4	3	11	1	.	5	-6
COc1nc(OC/C(N)=N/O)nc(N2CCOCC2)n1	11	3	-6	-3	15	2	-20	-21	-2
COc1ccc(C2CC(C(F)(F)F)n3nc(C(=O)Nc4c(C)n(C)n(-c5ccccc5)c4=O)c(Cl)c3N2)cc1 (stereo unspecified)	11	3	-7	-2	8	-5	3	1	2
Cc1cc(NC(=O)/C=C/C(=O)N(c2ccccc2C)C(C(=O)NC2CCCC2)c2ccc(F)cc2)no1 (stereo unspecified)	9	4	8	1	13	-3	-1	-1	4
CC(=O)OC1CC(C)(C)N(OC(=O)c2ccc(N)cc2)C(C)(C)C1	-1	4	-7	5	-10	-2	-9	2	0
CCOC(=O)C1=C(N)OC2=C(C(=O)CC(C)(C)C2)C1c1cc(CSc2nnnn2C)cs1 (stereo unspecified)	-4	-3	8	3	6	2	-27	3	1
Brc1ccc(CSc2nnc(-c3ccccn3)n2Cc2ccco2)cc1	-6	-12	-13	19	-23	22	-12	-1	26
Cc1nc2ccccn2c1-c1nnco1	-10	-8	-7	3	-16	1	15	6	4
Cc1ccc(C(=O)N2CCN(CCNC(=O)C(=O)NC(C)C)CC2)cc1	-8	6	-6	4	4	1	7	21	2
O=C(NCc1ccccc1)c1c(O)c2cccc3c2n(c1=O)CCC3	-6	-2	-5	5	-10	-2	-11	0	-1
CCOC(=O)c1sc(N)c(C(=O)OC)c1C	-8	-3	1	3	-25	-1	-7	2	0
COC(=O)c1sccc1NC(=O)CN1CCN(c2ccc(F)cc2)CC1	0	0	-2	2	-1	-6	-1	-3	-5
S=C(NCCC1=CCCCC1)Nc1ccccc1	3	1	1	9	21	-1	-13	1	-3
CNC(=O)c1cc2c(ccc3ccccc32)o1	-10	3	0	2	-6	0	-10	11	1
COCCNC(=O)C(c1ccc(C)o1)N(Cc1ccccc1)C(=O)Cn1nnc2ccccc21 (stereo unspecified)	8	-5	-5	8	11	-2	1	2	-5
CCCc1nnc(SCC(=O)Nc2ccc(OC)cc2)n1N	6	1	-3	-7	14	3	11	1	-7
CC1=Nc2ccc(Br)cc2C(c2ccccc2)N1CC(=O)NN (stereo unspecified)	-10	-2	0	4	-1	-1	-2	5	-2
Cc1nc(S/C(C(=O)O)=C2/C(=O)Nc3ccccc32)n[nH]1	-15	7	1	.	18	-2	-15	20	-4
O=C(CCC(=O)c1ccc[nH]1)c1ccc(Cl)cc1	-1	2	-5	-7	16	0	-33	1	-8
Cc1ccc(C(=O)CSc2nc(C)cc(C)c2C(N)=O)cc1	-6	-1	-1	2	9	-2	-47	1	3
COc1ccc(CCNC(=O)COC(=O)/C=C/c2ccc(OC)c(OC)c2)cc1	4	-1	-3	3	-21	0	-9	3	2
COc1cccc(/C=N/NC(=O)CC(=O)NCCc2ccc(OC)c(OC)c2)c1	-1	2	-4	1	-14	-1	-4	1	8

11 entries out of the list, arranged by molar mass, falling:
SMILES	NPY-Y2 PAM-ag	p97 inhibitor	RBBP9 inhibitor	NPY-Y1 antag	NPY-Y1 PAM-ag	Runt-CBFb FRET	Mdm2 ligase inh	Hck Nef HTS	Runt-SMMHC FRET
COCCNC(=O)C(c1ccc(C)o1)N(Cc1ccccc1)C(=O)Cn1nnc2ccccc21 (stereo unspecified)	8	-5	-5	8	11	-2	1	2	-5
COc1cccc(/C=N/NC(=O)CC(=O)NCCc2ccc(OC)c(OC)c2)c1	-1	2	-4	1	-14	-1	-4	1	8
COC(=O)c1sccc1NC(=O)CN1CCN(c2ccc(F)cc2)CC1	0	0	-2	2	-1	-6	-1	-3	-5
CC1=Nc2ccc(Br)cc2C(c2ccccc2)N1CC(=O)NN (stereo unspecified)	-10	-2	0	4	-1	-1	-2	5	-2
Cc1ccc(C(=O)N2CCN(CCNC(=O)C(=O)NC(C)C)CC2)cc1	-8	6	-6	4	4	1	7	21	2
O=C(NCc1ccccc1)c1c(O)c2cccc3c2n(c1=O)CCC3	-6	-2	-5	5	-10	-2	-11	0	-1
CCCc1nnc(SCC(=O)Nc2ccc(OC)cc2)n1N	6	1	-3	-7	14	3	11	1	-7
Cc1nc(S/C(C(=O)O)=C2/C(=O)Nc3ccccc32)n[nH]1	-15	7	1	.	18	-2	-15	20	-4
S=C(NCCC1=CCCCC1)Nc1ccccc1	3	1	1	9	21	-1	-13	1	-3
CCOC(=O)c1sc(N)c(C(=O)OC)c1C	-8	-3	1	3	-25	-1	-7	2	0
CNC(=O)c1cc2c(ccc3ccccc32)o1	-10	3	0	2	-6	0	-10	11	1
